LDHA block: inhibitors of human lactate dehydrogenase A. activity change, % (values are at about 110 or 230 µM). purified LDHA, NADH/diaphorase-resazurin fluorescence; stronger effect = lower value. P00338. actives 0.15% (n = 480,000); in the data active means activity change below about -30%; inconclusive means mostly about -25% to -30%;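 further: plate controls were DMSO wells for no effect and wells without enzyme for full effect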
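Human LDH5 (2 nM) was incubated with 0.06 mM NADH and 0.2 mM pyruvate for 5 min at room temperature in Tris pH 7.4. Remaining NADH was coupled through diaphorase/resazurin, and resorufin fluorescence was read at 0 and 20 min.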
RXFP1 agonist: activates the human relaxin receptor RXFP1; Q9HBX9; HEK293T-RXFP1 cAMP TR-FRET, 30 min; response scale: percent of porcine relaxin response, buffer zero; Potency, µM (titrated, usually from 57.5 µM), for inactives: top-dose activation, most hits filed as activators; actives 0.3% (n = 370,000); AID 2676; further: potency means the concentration at half of the fitted maximal effect; on the % scale 0 is the no-effect control and ±100 the full control effect; nearly all actives have a fitted effect of over 60% in size; many of its hits are not listed in these tables
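HEK293 cells stably expressing RXFP1, treated 30 min at 37C with compounds plus PDE4 inhibitor Ro 20174; cAMP measured by HTRF TR-FRET. Normalized to buffer and 29 nM porcine relaxin; EC50 by Hill fit.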
TrxR1 substrate: substrates of rat thioredoxin reductase 1 | O89049 | purified TrxR1 substrate turnover, NADPH consumption readout | Potency, µM (series often up to 114 µM), inactives show at the top dose activity change, negative = substrate turnover | actives 0.01% (n = 390,000) | AID 588456; further: potency means the concentration at half of the fitted maximal effect; on the % scale 0 is the no-effect control and ±100 the full control effect; nearly all actives have a fitted effect of over 50% in size
Target sequence (O89049 whole entry, looked up): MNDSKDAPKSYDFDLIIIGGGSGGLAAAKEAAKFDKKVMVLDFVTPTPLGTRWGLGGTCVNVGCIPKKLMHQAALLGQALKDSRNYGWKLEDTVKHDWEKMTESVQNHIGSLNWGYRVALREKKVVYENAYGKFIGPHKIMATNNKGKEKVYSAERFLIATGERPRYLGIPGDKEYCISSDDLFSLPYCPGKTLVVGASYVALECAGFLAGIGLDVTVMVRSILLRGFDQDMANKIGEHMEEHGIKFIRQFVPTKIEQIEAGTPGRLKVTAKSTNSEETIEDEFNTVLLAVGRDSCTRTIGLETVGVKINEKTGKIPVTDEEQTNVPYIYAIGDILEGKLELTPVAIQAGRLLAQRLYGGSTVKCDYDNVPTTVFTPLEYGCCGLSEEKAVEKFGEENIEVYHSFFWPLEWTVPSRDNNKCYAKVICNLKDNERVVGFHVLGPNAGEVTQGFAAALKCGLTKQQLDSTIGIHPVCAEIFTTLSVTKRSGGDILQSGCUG
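Rat TrxR1, dispensed at 90 nM, was prereduced with 400 uM NADPH (final) for 5 min at ~22 deg C, then incubated with compound 15 min before 400 uM selenite. A first-read NADPH fluorescence drop versus no-compound background flagged substrates.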
IDH1 R132H inh: inhibitors of human mutant IDH1 R132H; O75874; IDH1-R132H enzyme, NADPH consumption, diaphorase/resazurin fluorescence; Potency, µM (doses to about 76.6 µM), inactives show at the top dose activity change, negative = inhibition, usual class: inhibitors; actives 0.093% (n = 390,000); AID 602179; further: potency means the concentration at half of the fitted maximal effect; on the % scale 0 is the no-effect control and ±100 the full control effect; nearly all actives have a fitted effect of over 65% in size
Target sequence (O75874 whole entry R132H, stated change not applied): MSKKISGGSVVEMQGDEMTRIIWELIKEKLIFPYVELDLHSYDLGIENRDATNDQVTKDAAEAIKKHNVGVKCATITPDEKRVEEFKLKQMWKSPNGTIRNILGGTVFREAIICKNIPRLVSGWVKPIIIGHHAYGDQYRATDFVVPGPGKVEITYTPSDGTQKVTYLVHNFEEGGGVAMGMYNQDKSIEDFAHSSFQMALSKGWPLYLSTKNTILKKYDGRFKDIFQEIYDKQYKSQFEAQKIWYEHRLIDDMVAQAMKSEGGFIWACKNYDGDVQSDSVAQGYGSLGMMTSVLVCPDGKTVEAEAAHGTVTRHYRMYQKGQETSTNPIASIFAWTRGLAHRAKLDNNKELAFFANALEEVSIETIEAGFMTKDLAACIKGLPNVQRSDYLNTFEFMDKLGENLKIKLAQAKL
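IDH1-R132H (0.5 ug/mL) preincubated 30 min with compound, then NADPH (0.016 mM) and alpha-KG (2 mM) added; 80 min at RT, pH 7.5. Remaining NADPH coupled via diaphorase/resazurin to fluorescence (540/590 nm); concentration-response curves normalized to no-enzyme control.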
Vif-A3G inh: blocks the Vif interaction with human APOBEC3G. Q9HC16. HeLa A3G-eYFP + Vif (tagged APOBEC3G with the HIV-1 protein that degrades it), YFP fluorescence, overnight. Potency, µM (titrated, usually from 46.1 µM), for the others: top-dose activity, negative = active, most hits filed as inhibitors. actives 0.076% (n = 410,000). AID 602310;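 further: potency means the concentration at half of the fitted maximal effect; on the % scale 0 is the no-effect control and ±100 the full control effect; nearly all actives have a fitted effect of over 60% in size; hits raise eYFP signal because A3G escapes Vif-driven loss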
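HeLa cells stably expressing Vif and C-terminally eYFP-tagged A3G, seeded overnight at 37 deg C, then exposed to compound by pintool overnight at 37 deg C. Rise in yellow fluorescence (Ex 488/Em 500-530, Acumen) marks blocked Vif-driven A3G degradation.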
USP1 inh: USP1/UAF1 (human) deubiquitinase inhibition. recombinant USP1/UAF1, Ub-Rhodamine cleavage fluorescence. Potency, µM (titrated, usually from 57.1 µM), for inactives: top-dose activity change, negative = inhibition, usual class: inhibitors. O94782. actives 0.23% (n = 390,000). AID 743255; further: potency means the concentration at half of the fitted maximal effect; on the % scale 0 is the no-effect control and ±100 the full control effect; nearly all actives have a fitted effect of over 60% in size; inactives centre near -12
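High-throughput fluorogenic screen: 1nM USP1/UAF1 complex, Ub-Rho substrate 150nM final, 50mM HEPES pH 7.8 with 0.5mM EDTA, 0.1 mg/ml BSA, 1mM TCEP and 0.01% Tween-20.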
GRP78 ERSR act: inducers of ER stress response in human glioma cells; U87-MG GRP78 promoter luciferase reporter, 16 h; Potency, µM, without a hit: at the top dose activation, most hits filed as activators; actives 0.02% (n = 420,000); further: potency means the concentration at half of the fitted maximal effect; series mostly up to about 76 µM; % of control where 0% means no effect; nearly all actives have a fitted effect of over 35% in size
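ERSR induction read as luciferase luminescence (Bright-Glo, 10 min at room temperature) in stably transfected human U87-MG glioma cells exposed to compounds for 16 h, using GRP78 as sensor.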
PI4K2A inh: inhibitors of human PI4K2A. activity change, negative = inhibition, % at 76.9 µM. purified PI4K2A, ADP-Glo luminescence, 1 h; stronger effect = lower value. actives 0.13% (n = 420,000); in the data active means activity change below about -50%; inconclusive means mostly about -30% to -49%;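 further: -100% = wells without enzyme as full effect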
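In this quantitative HTS, ADP production by PI4K2A was quantified luminescently after 1 h at ambient temperature; 100 microM adenosine served as plate-quality control.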
Vif-APOBEC3F blk: Vif-A3F binding inhibition; actives 0.2% (n = 390,000); HeLa A3F-eYFP + Vif (tagged APOBEC3F with the HIV-1 protein that degrades it), YFP fluorescence increase; Potency, µM (series often up to 46.1 µM), for the others: at the top dose activity, negative = active; further: potency means the concentration at half of the fitted maximal effect; % of control where 0% means no effect; nearly all actives have a fitted effect of over 65% in size
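Fluorescence increase (Ex 488/Em 500-530) after overnight compound treatment at 37 deg C flags inhibition of Vif-driven A3F-eYFP loss in stable HeLa A3F-eYFP/Vif cells seeded overnight beforehand.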
* hit, by the source's call; ? = inconclusive; . = no result given; & = joins results of further samples; [ ] = remark or other dose. Unless noted, the call rests on the fitted dose curve; in most records, active means well fitted curve in the direction sought with a large enough effect; inconclusive means small, poorly fitted or top-dose-only effect, or another doubt; inactive means no such curve, though single readings can be large; an effect the other way counts as inactive or inconclusive. These rows are one share of the data. The share of hits here may be higher or lower than overall.

Each structure is followed by: LDHA block, RXFP1 agonist, TrxR1 substrate, IDH1 R132H inh, Vif-A3G inh, USP1 inh, GRP78 ERSR act, PI4K2A inh, Vif-APOBEC3F blk
- COc1cc(OC)cc(-c2nc3nc(C)c(CCC(=O)Nc4ccc(Cl)cc4)c(C)n3n2)c1
  -9, 3.7%, 1%, 4%, 1%, -6%, -4%, -6, -2%
- CCOC(=O)C1=C(C)NC(C)=C(C(=O)OCC)C1C(=O)OCC(=O)N1CC(C)OC(C)C1 (configuration not stated)
  1, 3.3%, 10%, 4%, -3%, -10%, -1%, -1, -6%
- Cc1c(C(=O)N(Cc2ccc(N(C)C)cc2)CC2CCCO2)oc2ccc(Cl)cc12 (configuration not stated)
  0, 2.6%, 2%, -1%, -2%, -27%, 1%, 4, 0%
- COC(=O)c1ccc(CNC(=O)CCNC(=O)c2ccco2)cc1
  -2, 0.0%, 0%, 10%, -5%, 3%, -2%, 0, 0%
- Cc1ccc2c(C)c(C(=O)NCCc3ccco3)oc2c1C
  -1, -3.1%, 2%, 1%, -6%, ?, 1%, -1, -3%
- N#CC1=C(SCc2ccccc2)NC(=O)CC1c1ccco1 (configuration not stated)
  6, 0.9%, 0%, 13%, 0%, -14%, 0%, 6, 0%
- COc1ccc(NC(=O)CSc2nc(-c3ccco3)cc(C(F)(F)F)n2)cc1OC
  -8, 0.9%, 4%, -8%, 2%, -2%, -3%, 1, -10%
- N=c1c2c(ncn1Cc1ccco1)Oc1ccc3ccccc3c1C2c1ccccc1 (configuration not stated)
  2, -1.3%, -8%, -20%, ?, -26%, -3%, -6, 2%
- N/C(=N\N=C\c1ccnc2ccccc12)SC1CC(=O)N(c2ccc(Br)cc2)C1=O (configuration not stated)
  -20, 3.3%, -3%, 1%, -23%, -9%, -5%, -1, -20%
- COc1ccc(/C=C/c2nc(S(=O)(=O)c3ccccc3)c(N(C)C)o2)cc1OC
  -7, -1.4%, 36%, -2%, 3%, -19%, -3%, -10, 10%

Overlap with the part before: three entries; new compounds follow.
Each structure is followed by: LDHA block, RXFP1 agonist, TrxR1 substrate, IDH1 R132H inh, Vif-A3G inh, USP1 inh, GRP78 ERSR act, PI4K2A inh, Vif-APOBEC3F blk
- N=c1c2c(ncn1Cc1ccco1)Oc1ccc3ccccc3c1C2c1ccccc1 (configuration not stated)
  2, -1.3%, -8%, -20%, ?, -26%, -3%, -6, 2%
- N/C(=N\N=C\c1ccnc2ccccc12)SC1CC(=O)N(c2ccc(Br)cc2)C1=O (configuration not stated)
  -20, 3.3%, -3%, 1%, -23%, -9%, -5%, -1, -20%
- COc1ccc(/C=C/c2nc(S(=O)(=O)c3ccccc3)c(N(C)C)o2)cc1OC
  -7, -1.4%, 36%, -2%, 3%, -19%, -3%, -10, 10%
- O=C(NC1CCCCC1)C(c1ccco1)N(C(=O)c1csnn1)c1cccc(Cl)c1 (configuration not stated)
  -2, 1.4%, 7%[57.1 µM], ?, -5%, -16%, -4%, -2, 2%
- COCC(C)n1c(C)cc(C(=O)CSc2cc(C)c3ccccc3n2)c1C (configuration not stated)
  3, 1.1%, -3%, 5%, 1%, ?, -2%, -8, 6%
- C/C(CCC(C)C)=N\NC(=O)COc1ccccc1-c1ccccc1
  -4, -0.9%, -4%, 0%, ?, -12%, -7%, 5, -5%
- Cc1ccc2c(c1)C(=O)CC1(CCCC1)O2
  -1, -3.4%, 6%[57.1 µM], -4%, 3%, -24%, 4%, -2, 6%
- O=C(/C=C/c1ccc([N+](=O)[O-])cc1)Nc1cccnc1
  2, 2.5%, -4%, 6%, 0%, -12%, -3%, 0, .
- Cc1ccc(-n2nc3cc(C)c(NC(=O)c4cccnc4)cc3n2)cc1
  -1, 15%, 9%, 5%, -3%, -11%, 1%, 3, -7%
- CCOC(=O)C(/C(C)=N/NC(=O)c1ccccc1[N+](=O)[O-])C(C)C (configuration not stated)
  3, 1.7%, 0%, 5%, -1%, -8%, 2%, 8, -1%
- Clc1cccc(NCc2nnc(SCc3ccccc3)o2)c1
  -4, 2.1%, -6%[57.1 µM], -3%, -1%, -16%, 6%, 1, -1%
- C=C(C)c1cccc(C(C)(C)NC(=O)N2CCN(c3ccccn3)CC2)c1
  -8, 0.6%, 6%, -9%, -4%, ?, -4%, -4, 2%
- CCC(C)N(C(=O)CSc1ccc(NC(C)=O)cc1)C1CCS(=O)(=O)C1 (configuration not stated)
  -6, 1.4%, -1%, 2%, 4%, -4%, -6%, -4, 0%
- CC(=O)Nc1ccc(NS(=O)(=O)c2cn(C)c(=O)n(C)c2=O)cc1
  0, 0.2%, 5%[57.1 µM], 5%, 0%, 7%, -4%, -13, -4%
- CCOC(=O)N1CCN(Cc2nc3cc(NC(=O)c4ccc(OC)cc4)ccc3n2C(C)C)CC1
  10&-6, 0.4%, -2%, -12%, -18%, ?, -3%, -1, -4%
- COc1ccc(NC(=O)C2CCCN(S(=O)(=O)c3cccnc3)C2)cc1 (configuration not stated)
  -3, -0.2%, -2%, 0%, 1%, -16%, -4%, 3, -22%
- COc1ccc(-c2nnc(SCC(=O)NC(C)c3ccccc3)o2)cc1OC (configuration not stated)
  -5, 2.0%, -8%, 8%, 1%, -6%, 0%, 6, -2%
- NC(=O)c1cc([N+](=O)[O-])c(Cl)cc1NCc1ccccn1
  -2, -1.6%, 13%[57.1 µM], 0%, 6%, -16%, -2%, 2, -5%
- C/C(=N/NC(=O)CNC(=O)Cc1ccccc1)c1ccc(Cl)cc1
  -3, 1.1%, -5%, 1%, -2%, -25%, -3%, 12, 1%
- O=[N+]([O-])c1ccc(OCCCCN2CCc3ccccc3C2)cc1
  -6, -0.7%, -5%, 15%, 0%, -14%, -3%, 8, 9%
- Cc1ccc(S(=O)(=O)NCCOC(=O)Nc2sc(=S)n(C)c2C)cc1
  0, 0.5%, 3%, -4%, 2%, -5%, -3%, 2, -2%
- Cc1ccc(C2=[N+]([O-])C3(CCCCC/C3=N\NC(N)=O)N(O)C2(C)C)o1 (configuration not stated)
  0, -0.3%, -8%, 2%, 1%, -7%, -3%, 1, -4%
- COc1ccccc1C1NC(=O)NC(C)=C1C(=O)Nc1cccc(C)c1C (configuration not stated)
  -2, 1.2%, 3%, 5%, -1%, -8%, -1%, -1, 0%
- O=C(Nc1ccc(F)c(Cl)c1)[C@@H]1O[C@H](CO)[C@H](O)[C@H](O)[C@H]1O
  -9, ., ., ., 0%, ., -2%, 0, .
- Cc1ccc(NC(=O)CNS(=O)(=O)c2cccs2)cc1F
  -6, 1.1%, -7%, -2%, 1%, 5%, -3%, -2, 3%
- COc1ccc(C2C=C(c3ccccc3)Nc3ncnn32)cc1 (configuration not stated)
  0, 8.7%, 289%[activator], 4%, 0%, -28%, -3%, -11, 7%
- COC(=O)C1=C(C)N(Cc2ccccc2)C(=NCc2cccc(C(F)(F)F)c2)N[C@H]1c1cccc(F)c1
  4, 0.2%&0.1%, -11%, 0%[38.3 µM], 10%, -12%, -12%, -1, 7%
- COc1ccc(N(C(=O)c2ccco2)S(=O)(=O)c2cccs2)cc1
  -2, 1.5%, -15%, 0%, -9%, -4%, ?, 0, 1%
- Cc1ccc(-n2ncc3c2CCCC3NC(=O)c2ccoc2)cc1C (configuration not stated)
  -8, 1.0%, 3%, 0%, 0%, -20%, -3%, -5, 2%
- Cc1cc(C(F)(F)F)n(-c2nc(C(=O)NN)cs2)n1
  -1, 3.5%, -1%, 5%, -4%, -22%, 0%, -7, 2%
- COc1ccccc1-c1ccc2c(c1)C(C)(Cc1cc(Cl)ccc1C(F)(F)F)C(=O)N2 (configuration not stated)
  0, ., ., ., -21%, ., -5%, 5, .
- O=C(CCNS(=O)(=O)c1cccs1)NC1CCN(Cc2ccccc2)CC1
  -9, -0.3%, 5%, -7%, -5%, -21%, -4%, 1, 1%
- COCCn1c(SCC(=O)Nc2ccc(NC(=O)c3ccco3)c(OC)c2)nc2ccccc2c1=O
  2, 0.7%, 70%[activator], -1%, -1%, -12%, -3%, 2, 3%
- O=c1cc(O)n(Cc2ccc(F)cc2)c(=O)[nH]1
  -2, -3.6%, 7%, -1%, -2%, -13%, 0%, -10, -10%
- CCCn1c(=S)[nH]c2cc(C(=O)N3CCN(c4ccc(F)cc4)CC3)ccc2c1=O
  -6, ., ., 3%, -1%, ?, -5%, -1, -2%
- CC1(C(=O)NS(=O)(=O)C2CC2)CCCN(C(=O)c2ccc(F)c(Cl)c2)C1 (configuration not stated)
  -7, ., ., ., 3%, ., -2%, 4, .
- CN(C)C(=O)c1cccc(-c2cnc3c(NC=O)cc(-c4cccc(C(F)(F)F)c4)cn23)c1
  -2, ., ., ., -18%, ., -7%, -5, .
- O=[N+]([O-])c1ccc(NCCOc2ccccc2Cl)nc1
  0, 0.8%, -13%, -1%, -2%, -5%, 6%, 0, -11%
- COc1cc(Cl)ccc1OCc1cc(C(=O)N(C)Cc2nnc(C)o2)no1
  -9, -3.6%, 4%, -9%, -1%, -12%, 0%, -1, -5%
- COc1ccccc1NS(=O)(=O)c1ccc2oc(SC)nc2c1
  -5, 1.1%, 4%[57.1 µM], 1%, 1%, -8%, 0%, 1, 3%
- Cc1ccc(C)c(SCC(=O)OCC(=O)NCc2ccccc2)c1
  -11, 0.9%, -3%, -1%, -9%, -20%, -3%, -3, -6%
- O=C1OC(/C=C/c2ccccc2)=NC/1=C\c1cccnc1
  -7, -1.3%, -5%, 0%, -1%, -10%, -11%, 4, 0%

Screening results: PubChem, National Center for Advancing Translational Sciences (NCATS)
